High-throughput results: PubChem BioAssay, Sanford-Burnham Center for Chemical Genomics
PfGluPho inh: PfG6PD (Plasmodium falciparum) enzyme inhibition. 350,000 tested, 0.78% active. PfGluPho enzyme, NADPH resazurin-diaphorase fluorescence. inhibition, % at 20 µM. AID 504690;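 active = inhibition reaching at least a set limit at 20 µM in the primary screen, cut at about 59% in these data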;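 note: 0% = DMSO wells with substrate and 100% = DMSO wells lacking glucose-6-phosphate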
hIAP activ: increases human intestinal alkaline phosphatase activity; P09923; purified human IAP, CDP-Star luminescence, 30 min; hits give high values; 1 = vehicle-only enzyme, 0 = enzyme-free background; activation factor at 10 µM; 330,000 tested, 0.16% active; AID 2524;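 active = activation factor of the enzyme at least 2-fold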; note: the source names both 10 and 20 µM as test concentration; values of inactives mirror those of a sister screen read the other way
SENP8 block: blocks human SENP8 cleavage of Nedd8 substrate | Q96LD8 | recombinant SENP8, Nedd8 substrate fluorescence | inhibition, % at 20 µM | 360,000 tested, 0.64% active; in the data active = inhibition mostly above about 40%, no sharp cut-off; inactive = mostly below about 27%
Target sequence (Q96LD8 whole entry, looked up): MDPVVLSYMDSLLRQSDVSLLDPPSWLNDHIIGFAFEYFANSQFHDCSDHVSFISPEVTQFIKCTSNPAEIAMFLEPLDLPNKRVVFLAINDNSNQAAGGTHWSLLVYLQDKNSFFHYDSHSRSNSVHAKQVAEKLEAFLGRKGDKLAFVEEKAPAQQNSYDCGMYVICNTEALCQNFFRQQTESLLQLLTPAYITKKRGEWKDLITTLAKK
SENP1 FRET inh: SENP1 (human) catalytic domain inhibition | Q9P0U3 | recombinant SENP1 catalytic domain, CyPet-SUMO1-YPet FRET cleavage | inhibition, % at 10 µM | 360,000 tested, 0.21% active | AID 624204;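 active = inhibition at least 30% at 10 µM, raw YFP signal under a set limit, fluorescence ratio 0.5 to 1.5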;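 note: 0% = enzyme with DMSO and 100% = no enzyme wells; some results filed as inactive read as strong as hits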
Target sequence (Q9P0U3 419-644 limits assumed): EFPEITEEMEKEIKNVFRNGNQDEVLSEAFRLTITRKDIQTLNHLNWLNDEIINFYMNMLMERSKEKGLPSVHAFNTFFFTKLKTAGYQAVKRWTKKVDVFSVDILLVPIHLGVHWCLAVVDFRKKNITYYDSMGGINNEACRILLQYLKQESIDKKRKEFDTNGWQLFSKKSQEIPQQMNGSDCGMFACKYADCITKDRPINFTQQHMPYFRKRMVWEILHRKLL
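System: Recombinant human SENP1 catalytic domain, His6-tagged | Incubation: Enzyme reaction for 50 min at room temperature, dark | Medium: Tris pH 8 with BME, BSA, NP40 and catalase | Also added: 25 nM SUMO1 FRET substrate | Compound: 10 µM single point, 0.5% DMSO | Measured by: FRET fluorescence in CFP and YFP emission channels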
MPTP inh: blocks calcium-induced mitochondrial swelling; isolated mouse mitochondria, Ca2+ swelling absorbance, 30 min; inhibition, % at 10 µM; 360,000 tested, 1.4% active;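 active = inhibition of 50% or more, scaled per plate between neutral and stimulator controls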;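 note: 0% = DMSO wells given calcium and 100% = 1 mM EGTA wells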
SENP6 block: inhibitors of human SENP6 protease; inhibition, % at 10 µM; Recombinant SENP6 catalytic domain, aminoluciferin luminescence; AID 2599; 330,000 tested, 1.8% active;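 active = inhibition above about 50% at the single tested dose, limit read from the data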;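 note: plate controls were DMSO wells with enzyme for no effect and DMSO wells lacking enzyme for full effect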
ATG4B inh: ATG4B (human) cysteine protease inhibition; ATG4B cleavage of LC3-PLA2, NBD-HPC fluorescence, 1 h; 340,000 tested, 0.51% active; inhibition, % at 8.33 µM; Q9Y4P1; in the data active = inhibition above about 40%
Target sequence (Q9Y4P1 whole entry, looked up): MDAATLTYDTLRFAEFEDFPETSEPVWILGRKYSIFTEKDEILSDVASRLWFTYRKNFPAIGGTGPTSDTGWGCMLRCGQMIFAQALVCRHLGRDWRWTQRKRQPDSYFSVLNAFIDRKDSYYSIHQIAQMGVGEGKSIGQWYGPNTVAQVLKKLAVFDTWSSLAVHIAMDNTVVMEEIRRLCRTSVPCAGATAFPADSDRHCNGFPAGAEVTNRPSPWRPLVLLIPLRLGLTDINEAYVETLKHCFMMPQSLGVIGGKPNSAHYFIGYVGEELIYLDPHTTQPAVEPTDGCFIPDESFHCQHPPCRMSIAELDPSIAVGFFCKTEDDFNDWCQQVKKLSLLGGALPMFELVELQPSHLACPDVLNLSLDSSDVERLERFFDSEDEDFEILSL
GRIN3A LBD mod: modulates the human NR3A ligand-binding domain; NR3A LBD differential scanning fluorimetry, Tm shift; 0% = protein alone, 100% = glycine-bound protein; Tm shift relative to glycine control, % at 25 µM; AID 1259313; 340,000 tested, 2.5% active;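 active = melting temperature shift of at least 10% of the positive control shift, at one fixed dose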
* = called active by the depositor; · = not tested or not shown; & = joins results of further samples.

SMILES	PfGluPho inh	hIAP activ	SENP8 block	SENP1 FRET inh	MPTP inh	SENP6 block	ATG4B inh	GRIN3A LBD mod
CSc1nc(S(=O)(=O)c2ccccc2)c(Cl)s1	10	1	-6	1	0.9	-16	-9	0
CCOc1ccc(S(=O)(=O)NCCC(=O)Nc2nnc(C)s2)cc1	-23	1.2	6	-1	-0.6	-7	0	1
COc1ccc(-c2[nH]ncc2/C=N\NC(=O)c2cccs2)cc1OC	4	1.7	-91	2	-0.5	-2	1	-4
CCC(=O)Nc1ccc2c(c1)ncn2-c1ccc(OC)cc1	7	1	-3	4	-0.8	-1	-6	-1
COc1ccc([C@H]2/C=C\CN(S(C)(=O)=O)[C@@H](C)C(=O)N2Cc2ccc(F)cc2)cc1	4	0.97	-2	-1	0.4	-7	-11	-4
Cc1cnc(NC(=O)c2cc3c(C)nn(-c4ccccc4)c3s2)s1	-3	0.89	-292	-5	1.5	6	0	-2
CN(Cc1ccccc1)C(=O)CN1C(=O)NC(C)(c2ccc(Cl)cc2)C1=O (stereo not given)	12	1.1	5	2	1.3	-10	-6	2
O=[N+]([O-])c1cccc(S(=O)(=O)/N=C(/Nc2ccccc2)c2ccccc2)c1	18	0.85	-3	2	-0.3	-18	-8	4
COc1ccc(OC)c(NC(=O)CSc2nc(N3CCOCC3)nc(N3CCOCC3)n2)c1	11	1	2	-6	-3.2	-6	-8	-1
Cc1ccc(C(=O)NCCN(C)C)cc1C	20	1	10	1	-0.7	-16	-8	1
Cc1cccc(N2C(=O)CS/C2=N\NC(=O)c2cccnc2)c1C	6	0.88	8	2	0.1	-6	-3	-1
CCc1ccccc1NC(=O)c1ccc2c(c1)CCN2S(C)(=O)=O	19	1.2	22	0	-0.6	1	-3	1
Clc1ccc(-n2nnnc2-c2ccccc2)cc1Cl	6	0.91	2	-1	-0.8	8	1	0
CCOc1ccc(-c2cccc(NC(=O)c3ccco3)c2)nn1	5	0.84	3	-3	1.1	-10	2	-3
COC(=O)/C(C#N)=C/c1c(Oc2cc(C)cc(C)c2)nc2c(C)cccn2c1=O	0	0.99	-48	-62	2.7	2	-2	13*
COc1cc2c(cc1/C=C/C(=O)O)OC(C)C2 (stereo not given)	-4	1	-362	-19	-1.5	4	-7	1
O=C(CNc1ccccc1)Nc1cccc2ccccc12	-19	0.89	-32	0	0.6	0	-3	3
Cc1[nH]nc2cn[nH]c12	-8	1.1	6	-2	-1.8	-3	6	1
N#Cc1cc(-c2ccccc2)nc(N2CCNCC2)n1	-15	0.97	-110	-2	-1.2	-8	7	11*
c1ccc2nc(-c3ccc(-n4ccnc4)cc3)ccc2c1	1	1.2	-32	1	-1.3	1	-10	-31
CC(=O)c1c(C)[nH]c(C(=O)Nc2cccc(C)c2C)c1C	12	0.86	-10	0	0.0	-10	0	1
COc1ccc(S(=O)(=O)NCC(=O)NCc2cc(=O)n(C)c(=O)n2C)cc1	-11	1.2	11	1	-0.3	-7	0	-1
CN(C)c1cccc(C(=O)N2CCC(n3nccc3NC(=O)C3CCOC3)CC2)c1 (stereo not given)	4	1.3	-12	3	-2.9	-10	-7	-5
O=C(CCNc1ccc(F)c(Cl)c1)c1ccco1	13	0.95	-3	2	1.7	-22	7	2
CN(C)S(=O)(=O)c1ccc(Cl)c(NC(=O)CSc2nc3c(cc2C#N)C(=O)CCC3)c1	24	1.1	7	-5	0.8	1	-12	-1
COc1ccc(C(=O)/C=C2\Sc3ccccc3N2C)cc1	95*	1.3	-377	-127	-1.6	5	4	6
COc1ccc(CNC(=O)c2cc(S(=O)(=O)N3CCCCC3)ccc2Cl)cc1OC	2	1	4	-2	11	-11	4	2
Cc1cccc(NC(=O)CNC(=O)C23CC4CC(CC(Cl)(C4)C2)C3)n1	-27	1.3	8	0	-1.2	0	-7	0
COc1cc(OC)cc(C(=O)Nc2ccc(N3CCN(C(=O)c4cccs4)CC3)cc2)c1	-7	0.91	-7	0	-2.0	5	-6	2
CSC1=C(C#N)C2(CCCCC2)C(C(=O)Nc2ccccc2)=C(C)N1	14	·	2	-3	2.1	·	-10	-2
O=C(Nc1cccc(S(=O)(=O)N2CCCC2)c1)c1ccncc1	-2	0.95	3	2	2.3	2	-1	-2
O=C(O)c1ccc(Cl)c(S(=O)(=O)N(Cc2ccccc2)c2ccc(F)cc2)c1	-49	1	16	1	4.1	13	0	1
COc1ccc2ccccc2c1/C=N/NC(=S)NCCN1CCOCC1	-1	1.1	-300	0	1.7	-2	-22	0
CCn1c(SCC(=O)Nc2c(C#N)cnn2-c2ccccc2)nnc1-c1cccs1	-25	0.99	17	3	1.6	-3	-9	0
Cc1ccc(Nc2ncnc3nc[nH]c23)cc1Cl	13	2	-10	2	-1.3	44	-13	0
COc1ccc(N(CC(=O)Nc2ccc(Cl)cc2)S(=O)(=O)c2c(C)n[nH]c2C)cc1	7	1.5	8	2	-0.4	18	-12	-7
COc1cccc2c1NC(C(=O)O)C1CC=CC21 (stereo not given)	11	1.1	-29	-22	14	-58	18	-10
CCN1CCN(CCC(=O)Nc2ccc(C)cc2)CC1	-5	1.1	9	-2	-0.1	-4	3	1
Nc1nc(-c2ccc(Cl)cc2)c(S(=O)(=O)c2ccccc2)s1	7	0.92	11	2	1.3	-10	3	-10
C=CCNc1nc(N)c([N+](=O)[O-])c(NCc2ccccc2)n1	-2	0.94	16	0	0.4	-1	18	3
CN1c2ccc(Cl)cc2C(=O)NC1C1CC=CCC1 (stereo not given)	4	1.1	-352	-42	1.0	-4	-7	3
O=C(c1ccc(F)cc1)N1CCC(C(=O)N2CCN(c3ncccn3)CC2)CC1	0	1.1	-10	1	-1.2	-17	-4	0
N#CCC(=O)NNC(=S)Nc1ccccc1C(F)(F)F	-9	1.4	11	1	-1.1	8	-6	-1
COc1cc(/C=N/NC(=O)Cn2ccc(C(F)(F)F)n2)cc(OC)c1OC	32	1.1	-6	2	1.2	-2	-21	-2
O=C(O)CSc1ccnc2cc(Cl)ccc12	3	0.97	7	0	1.5	-3	-8	2
CCCCn1c(SCC(=O)NNC(=O)c2ccccc2)n[nH]c1=O	0	1.5	10	-2	-0.8	8	-1	0
Cc1sc(N)nc1-c1cccs1	16	1.1	-42	-3	1.5	-5	-11	1
COC(=O)c1ccc(NC(=O)c2ccccc2N(C)S(C)(=O)=O)cc1	-15	0.98	10	-1	-1.0	-11	9	-2
CCN1CCN(Cc2ccc(NC(=O)c3ccc(C)c(NC(=O)c4c[nH]c5cc(C(F)(F)F)ccc5c4=O)c3)cc2C(F)(F)F)CC1	-36&3	0.91	-5&13	2&0	11&34	-8	23	-13
CCCSc1nc2sc3c(c2c(=O)[nH]1)CC(C)CC3 (stereo not given)	4	1.1	3	0	0.8	-3	-2	-2

Next records:
SMILES	PfGluPho inh	hIAP activ	SENP8 block	SENP1 FRET inh	MPTP inh	SENP6 block	ATG4B inh	GRIN3A LBD mod
COc1cccc(-n2c(Cc3cc(=O)[nH]c(=O)[nH]3)nnc2SCC(=O)N2CCCCCC2)c1	-2	1.1	10	10	0.6	-5	9	-1
CCCC(=O)N(Cc1cc2cc(C)ccc2[nH]c1=O)c1ccccc1OC	-6	0.96	-82	-1	1.1	-6	-6	0
O=c1cc(C(F)F)oc2c1ccc1ccccc12	-2	0.99	-134	2	1.4	-36	-4	-1
O=C(Cc1cccc(NC(=O)C2CCCN(C(=O)CCc3ccccc3)C2)c1)Nc1cccc(C(=O)N2CCCC2)c1 (stereo not given)	-5	1.2	18	2	-1.6	-10	-14	-2
Cc1cccc(OCc2nnc(SCC(=O)Nc3ccc(C)c(C)c3)o2)c1	2	1.2	5	-1	4.4	-13	-13	-8
CCOC(=O)C1=C(O)C(=O)N(c2ccc(S(N)(=O)=O)cc2)C1c1ccc(OC)cc1OC (stereo not given)	0	0.96	-228	0	2.1	2	-11	1
CC(C)(C)OC(=O)N1CCC(CC2CC(c3ccc(Cl)cc3)=NO2)(C(=O)NCC2CCCCC2)CC1 (stereo not given)	-36	0.78	12	2	0.7	-4	-4	6
O=C(Cc1ccc(S(=O)(=O)N2CCOCC2)s1)NCC(=O)Nc1ccccc1Br	2	0.91	8	-5	0.1	-15	-2	-3
O=C(Nc1ccon1)c1cccc(Cl)c1	-8	0.86	-22	2	-0.3	10	1	1
O=C(c1c(Cl)cccc1Cl)N1CCCCCC1	17	1.2	8	1	-2.8	-1	0	-1
COC(=O)c1c(NC(=O)CN2CCOCC2)sc2c1CCC(C)C2 (stereo not given)	1	0.94	-58	2	1.9	-17	-4	-11
Cc1c(OC(C)C(=O)NC2CC(C)(C)NC(C)(C)C2)ccc2c3c(c(=O)oc12)CCC3 (stereo not given)	-1	1.3	-231	-2	-1.3	1	8	1
CCc1noc(C)c1C(=O)N(C)CC(=O)Nc1ccc(Br)cc1C	-12	1.1	7	-1	-1.3	-8	7	1
Cc1cc(NS(=O)(=O)c2ccc(NC(=O)/C=C/c3ccc(Br)cc3)cc2)no1	-17	1.3	-1	2	0.6	3	-2	-2
CC(C)CNC(=O)NC(=O)COc1ncnc2sccc12	-3	0.97	-6	-1	0.5	3	0	-1
Cc1cc(C)n(CC2CC(=O)N(c3cc(Cl)cc(Cl)c3)C2=O)n1 (stereo not given)	-3	1	9	1	1.1	-14	-5	0
CC(=O)c1cccc(OCC(=O)N(C)CC(=O)NCc2ccco2)c1	6	0.91	-1	3	-0.3	-24	1	2
Cc1n[nH]c(=S)n1Cc1ccccc1	27	1	27	2	-0.9	-5	-2	0

Gathered by group: those above containing an aryl thioether with sulfur outside any ring.
SMILES	PfGluPho inh	hIAP activ	SENP8 block	SENP1 FRET inh	MPTP inh	SENP6 block	ATG4B inh	GRIN3A LBD mod
CSc1nc(S(=O)(=O)c2ccccc2)c(Cl)s1	10	1	-6	1	0.9	-16	-9	0
COc1ccc(OC)c(NC(=O)CSc2nc(N3CCOCC3)nc(N3CCOCC3)n2)c1	11	1	2	-6	-3.2	-6	-8	-1
CN(C)S(=O)(=O)c1ccc(Cl)c(NC(=O)CSc2nc3c(cc2C#N)C(=O)CCC3)c1	24	1.1	7	-5	0.8	1	-12	-1
CCn1c(SCC(=O)Nc2c(C#N)cnn2-c2ccccc2)nnc1-c1cccs1	-25	0.99	17	3	1.6	-3	-9	0
O=C(O)CSc1ccnc2cc(Cl)ccc12	3	0.97	7	0	1.5	-3	-8	2
CCCCn1c(SCC(=O)NNC(=O)c2ccccc2)n[nH]c1=O	0	1.5	10	-2	-0.8	8	-1	0
CCCSc1nc2sc3c(c2c(=O)[nH]1)CC(C)CC3 (stereo not given)	4	1.1	3	0	0.8	-3	-2	-2
COc1cccc(-n2c(Cc3cc(=O)[nH]c(=O)[nH]3)nnc2SCC(=O)N2CCCCCC2)c1	-2	1.1	10	10	0.6	-5	9	-1
Cc1cccc(OCc2nnc(SCC(=O)Nc3ccc(C)c(C)c3)o2)c1	2	1.2	5	-1	4.4	-13	-13	-8
